LGR2 inh – blocks bursicon-induced cAMP signaling via Drosophila LGR2; inhibition, % at 9.99 µM; HEK293 LGR2, CRE-luciferase, bursicon-stimulated, 4 h; 0.35% of 380,000 active;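 active means drop in luminescence signal, shown as inhibition above about 50% in the replicate tests, limit read from the data, passing the limit was not always enough; inconclusive means probably only some replicates passing the limit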;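 further: agonist challenge used bursicon conditioned medium at about half maximal strength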
GSIS activator – primary screen for activators of insulin secretion dependent on glucose, INS-1E cells, GLuc reporter luminescence; AID 743287; 0.61% of 370,000 active; activation, % at 16.6 µM; INS-1E GLuc reporter insulin secretion, 2-3 h;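 active means lowest replicate activation of at least 40%, so every replicate reaches that level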;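 further: 0% = median of neutral control wells and 100% = median of IBMX positive control wells; some compounds called inactive have numbers as strong as hits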
Statin myotox sup – suppressors of simvastatin-induced myotoxicity in C2C12 myotubes. ATP luminescence, 48 h; scaled: DMSO 0, geranylgeraniol control 100. rescue of ATP level, % at 7.49 µM. 0.78% of 330,000 active;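 active means mean ATP rescue above about 67%, or every replicate alone reaching that limit, limit read from the data, passing the limit was not always enough; inconclusive means no clear call, values can overlap the other calls; inactive means mean under the limit and some replicate under it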;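 further: myotubes were challenged with 10 µM simvastatin during compound exposure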
PAX8 reporter – PAX8 transcriptional activity inhibition; RMG-I TPO-luciferase reporter, SteadyGlo, 24 h; 1.2% of 360,000 active; AID 652154; inhibition, % at 12.6 µM;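 active means mean replicate inhibition at least 60% with every replicate also reaching 60%; inconclusive means only one of the two criteria is met; inactive means mean below 60% and not all replicates reaching 60%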;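 further: luciferase light reporting Pax8 driven TPO promoter activity; plate controls were median of neutral control wells for no effect and mitoxantrone controls for full effect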
PGC1a acetyl inh – modulators of PGC1a acetylation | U2OS PGC1a acetylation, AlphaScreen anti-acetyl-lysine; with virally co-expressed GCN5 acetyltransferase | inhibition, % at 15.6 µM | 0.17% of 350,000 active;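 active means every replicate shows inhibition of at least 40%; inconclusive means mean inhibition at least 40% but some replicate below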;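 further: 0% = neutral control wells and 100% = positive control wells; some results beyond the cut were filed as inactive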
PglD inh – blocks C. jejuni PglD acetyltransferase activity | purified PglD enzyme, DTNB colorimetric CoA detection | inhibition, % at 12.5 µM | 0.098% of 360,000 active | AID 602405; in the data active means inhibition above about 16%, passing the limit was not always enough; inconclusive means no clear call, values can overlap the other calls; further: strong numbers were not always called active
Cneo AK release – causes C. neoformans cell lysis | adenylate kinase release luminescence, 4 h; normalised: neutral wells 0, clomiphene wells 100 | lysis activity, % at 15 µM | 0.2% of 360,000 active | AID 651654;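 active means mean lysis activity across replicates of at least 80%, whatever share of replicates individually reach that level; inactive means mean lysis activity below 80%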
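Material: C. neoformans cells; Schedule: 4 h static compound exposure, 37 °C, read 1 h post-reagent; Measured by: adenylate kinase release luminescence; Read-out: signal increase indicating cell lysis; Controls: Clomiphene as positive lysis control.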
ARNT TACC3 PPI – ARNT/TACC3 interaction disruption; Q9Y6A5; inhibition, % at 9.99 µM; 0.66% of 390,000 active; AlphaScreen His-ARNT PAS-B/GST-TACC3 binding, luminescence; TACC3 fragment carries E629A point mutation;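 active means mean inhibition of replicates at least 50% and at least half of replicates each reaching 50%; inconclusive means half or more replicates reach 50% but mean below 50%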;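 further: 0% = complete ARNT plus TACC3 wells and 100% = ARNT alone without TACC3; many hits fall short of the cut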
* hit, by the source's call; ? = inconclusive; · = not tested or not shown; & = joins results of further samples.

SMILES	LGR2 inh	GSIS activator	Statin myotox sup	PAX8 reporter	PGC1a acetyl inh	PglD inh	Cneo AK release	ARNT TACC3 PPI
O=C(N/N=C/c1cc([N+](=O)[O-])ccc1N1CCNCC1)c1ccc([N+](=O)[O-])cc1	·	·	2	·	-6	1	0	9
Cc1nn(CC(C)C)c(Cl)c1C(=O)N(C)CC(=O)Nc1ccc(Cl)cc1	10	-35	-1	10	-20	-5	2	·
CCOc1ccc(-c2nnc(-c3ccccc3)o2)cc1	·	·	-5	·	-14	-2	-7	-4
COc1ccccc1CNC(=O)[C@@H]1CCCN1S(=O)(=O)c1ccc(Cl)cc1	7	-19	-2	4	·	-1	0	-4
COc1cc(OC)cc(C(=O)N[C@H](C(=O)OCC(=O)Nc2ccc3c(c2)OCO3)C(C)C)c1	7	-17	0	·	41	-3	0	2
O=S(=O)(N(Cc1ccccc1)[C@@H](CO)Cc1ccccc1)N(Cc1ccccc1)[C@@H](CO)Cc1ccccc1	-10	3	-38	5	·	-3	7	-2
O=C(NCc1cccnc1)c1ccc([N+](=O)[O-])cc1	6	3	16	7	·	4	5	-9
Fc1ccc(-[n+]2nc(Nc3ccccc3)sc2-c2c3ccccc3cc3ccccc23)cc1	26	-38	-73	86*	·	2	27	10
Cc1nc2c(cc1N)nc(C)n2Cc1ccccc1	4	-1	13	-8	·	7	-5	-4
COc1ccc(C(=O)Nc2ccc(NC(=O)C3CC3)nc2)cc1	2	4	-32	1	15	-2	-2	-8
C[C@@H]1CN([C@H](C)CO)C(=O)c2cc(C#CC3(O)CCCC3)cnc2O[C@H]1CN(C)C(=O)C1CCCCC1	16	-15	-18	-4	4	1	-3	4
COc1ccc(CC(=O)N(Cc2ccccc2)c2cccc(C)c2)cc1OC	3	4	4	-4	·	0	0	-1
O=C(O)Cn1cnc2scc(-c3cccs3)c2c1=O	·	·	·	13	4	0	0	-3
Cc1ccccc1C(=O)N1CCC(C(=O)N2CCN(c3ncccn3)CC2)CC1	11	19	3	-2	·	-3	1	1
CCN(CC(=O)Nc1ccccc1OC)C(=O)CCOc1ccc(C(C)(C)C)cc1	-9	-53	13	13	·	-2	1	-2
CCCNC(=O)C1(C)CCCN(C(=O)c2cc(C)n(C(C)(C)C)n2)C1 (stereo not given)	-6	-9	10	2	2	-1	0	·
CCOC(=O)c1cc2sccc2n1CC(=O)c1ccc2c(c1)OCCO2	24	14	22	·	-17	-2	0	-4
C[C@@H]1CCCCO[C@H](CN(C)Cc2ccncc2)[C@@H](C)CN([C@H](C)CO)C(=O)c2cc(NC(=O)Nc3ccc(C(F)(F)F)cc3)ccc2O1	-12	-12	·	1	8	-2	0	-5
Cc1ccc(CNC(=O)CSCC(=O)O)cc1	·	·	-1	5	1	-3	3	-11
N/C(=N\OC(=O)c1ccc(Cl)c(Cl)c1)c1ccccn1	68*	3	17	·	2	-1	-5	0
CCn1cc(C(=O)NCC(C)C)c(=O)c2cc(F)c(N3CCN(C(=O)c4ccco4)CC3)cc21	0	-6	-16	14	11	-7	-1	1
COc1cccc(CNC(=O)C[C@H]2CC[C@@H]3[C@H](COc4ccc(NS(=O)(=O)c5ccccc5F)cc4C(=O)N3C)O2)c1	-5	-1	-6	-2	2	3	2	3
CN(CC(=O)N1CCOCC1)S(=O)(=O)c1ccc2ccccc2c1	-12	-4	2	23	·	-1	-2	9
CCCn1c(=O)c2[nH]cnc2n(-c2ccccc2C)c1=O	-6	-11	-2	-2	·	·	·	0
CNC[C@H]1Oc2ccc(NS(=O)(=O)c3ccccc3)cc2CC(=O)N([C@H](C)CO)C[C@H]1C	7	12	8	9	2	9	0	-6
Cc1sc2nnn(CC(=O)N3CCN(C(=O)c4ccco4)CC3)c(=O)c2c1C	·	·	·	·	-4	-6	-15	15
COC(=O)c1ccccc1NC(=O)Cn1cnc2ccc(S(=O)(=O)N3CCC(C)CC3)cc2c1=O	·	·	10	·	-15	-1	0	-2
COc1ccc(-c2cc3ccc(OCC(C)=O)cc3oc2=O)cc1	15	5	-51	-183	·	-4	-24	1
O=C(CCNC(=O)c1ccc(Br)cc1)NCc1ccccc1F	20	85	9	31	·	·	·	1
Cc1noc(C)c1S(=O)(=O)N(C)C[C@H]1Oc2ccc(NC(=O)Cc3ccccc3)cc2C(=O)N([C@H](C)CO)C[C@@H]1C	8	-13	1	-33	0	-1	-1	5
CCOC(=O)C1CCCN(C2CC(=O)N(c3ccc(NC(C)=O)cc3)C2=O)C1 (stereo not given)	19	-20	9	12	0	14	0	-9
COc1ccccc1NC(=O)c1cc2cc(Br)ccc2cc1O	45	3	·	?	·	·	·	-15
Cc1ccc2c(c1)C(O)(c1c(C)[nH]c3ccccc13)C(=O)N2 (stereo not given)	·	·	1	29	11	-2&-2	0&-2	-4&-15
COC(=O)CNc1n[nH]c(=S)[nH]c1=O	·	·	·	·	13	1	0	-6
CC(C)(C)OC(=O)NCCc1n[nH]c(=S)o1	17	0	·	24	7	0	0	·
COc1ccc(C(=O)O/N=C2\C(=O)N(C)c3ccccc32)cc1	8	-16	14	14	8	1	-1	0

3 entries from above, set out differently:
smiles | LGR2 inh | GSIS activator | Statin myotox sup | PAX8 reporter | PGC1a acetyl inh | PglD inh | Cneo AK release | ARNT TACC3 PPI
COc1ccccc1NC(=O)c1cc2cc(Br)ccc2cc1O | 45 | 3 | · | ? | · | · | · | -15
Cc1ccc2c(c1)C(O)(c1c(C)[nH]c3ccccc13)C(=O)N2 (stereo not given) | · | · | 1 | 29 | 11 | -2&-2 | 0&-2 | -4&-15
COC(=O)CNc1n[nH]c(=S)[nH]c1=O | · | · | · | · | 13 | 1 | 0 | -6

Additional compounds follow:
SMILES	LGR2 inh	GSIS activator	Statin myotox sup	PAX8 reporter	PGC1a acetyl inh	PglD inh	Cneo AK release	ARNT TACC3 PPI
CC(C)C(=O)N1CCC1(C)C(=O)Nc1ccc2cn[nH]c2c1 (stereo not given)	17	22	6	31	5	-2	1	·
COc1cc(NC(=O)SC2=NCCS2)cc(OC)c1	9	6	7	-18	-2	2	1	5
c1ccc(N2CCN(c3cccc(-c4cc5ccccc5s4)n3)CC2)nc1	0	·	4	10	·	4	0	·
C=CCN(C(=O)CN1CCOCC1)c1nc(C)c(-c2ccccc2)s1	-2	-8	-9	·	·	0	3	2
COc1ccc(CCNC(=O)c2cnccn2)cc1	-5	-5	-1	-22	4	1	0	-3
Cc1ccc(S(=O)(=O)N(C)C)cc1NC(=O)COC(=O)c1ccc2c(c1)OCCO2	9	-2	·	-23	·	8	-2	10
Cc1ccccc1NCC(=O)c1ccc(Br)cc1	18	9	-14	·	-9	-1	3	-7
CC(C)c1ccc(CC(NC(=O)c2ccccc2)C(=O)NCC(=O)O)cc1 (stereo not given)	-9	3	·	1	2	·	·	-6
C[C@@H]1CN([C@H](C)CO)C(=O)c2cccc(NS(=O)(=O)c3cn(C)cn3)c2O[C@@H]1CN(C)C(=O)Nc1ccc(F)cc1	7	5	-9	-27	-3	-3	-65	-1
COc1ccc(-c2csc3[nH]c(=S)n(-c4ccccc4)c(=O)c23)cc1OC	-4	13	5	-1	-6	-11	0	11
Cc1nc2ccc(NC(=O)Cc3ccc4c(c3)OCCO4)cc2s1	-7	11	·	-13	·	·	·	2
CCOc1ccc(S(=O)(=O)Nc2nc3ccccc3nc2N2CCN(C)CC2)cc1	·	·	32	·	-18	2	-1	-19
NC(=O)NCc1ccc(F)cc1	8	1	·	10	0	·	·	20
C[C@H]1CN([C@@H](C)CO)C(=O)c2cccc(NS(C)(=O)=O)c2O[C@@H]1CN(C)C(=O)Nc1ccccc1	13	3	-8	0	0	-2	-3	3
CCOc1ccc(-n2cnnn2)cc1S(=O)(=O)Nc1c(C)cccc1C	9	18	17	·	9	-3	0	1
C=C(C1=CCN(S(=O)(=O)C(C)(C)C)[C@@H]1CCO)c1ccccc1	-7	·	-10	1	-2	0	8	-2
CCOC(=O)c1ccc(Oc2nc(NC)nc(Nc3ccccc3)n2)cc1	·	·	-1	·	·	0	0	2
CCN(CC)CCN(C(=O)c1ccc2c(c1)CCCC2)c1nc2c(C)cccc2s1	11	-7	0	10	-14	-6	25	3
Cc1occc1C(=O)NNC(=O)NC12CC3CC(CC(C3)C1)C2	·	·	10	·	5	8	-3	2
C/C(=N\OC(=O)c1ccccc1)c1cc(-c2ccc(Cl)cc2)no1	·	·	-3	·	12	-7	-3	-15
CCCN(C(=O)CCl)C1=CCCCC1	-3	2	·	20	·	·	·	-4
COc1ccc(S(=O)(=O)N2CCCOC2CNC(=O)C(=O)NC2CCCC2)cc1 (stereo not given)	10	-14	13	12	-9	14	-2	·
CC(=O)Nc1ccc(S(=O)(=O)NCC(=O)NC(C)c2ccc(S(N)(=O)=O)cc2)cc1 (stereo not given)	17	-3	4	33	0	3	-3	3
O=C(CN1C(=O)COc2ccc(S(=O)(=O)N3CCCCC3)cc21)NCc1ccc(F)cc1	13	-25	·	12	·	·	·	-10
CC(C)N1CCc2c(sc(NC(=O)c3ccc(S(=O)(=O)N4CCc5ccccc54)cc3)c2C(N)=O)C1	·	·	-2	·	·	-9	29	4
COc1ccc(CCOC(=O)c2ccc(NC(=O)CC#N)cc2)cc1	2	0	10	-11	0	-1	0	-2
Cc1ccc(NC(=O)CNc2ccccc2N2CCCC2=O)cc1S(=O)(=O)N1CCCCC1	-6	·	16	5	-10	-2	-2	3
CCC(CC)C(=O)N1N=C(c2ccc(NS(C)(=O)=O)cc2)CC1c1ccc(C)cc1 (stereo not given)	4	-9	·	53	8	·	·	-8
N=C1C(c2ccccc2)=C(O)CN1c1cccc(S(=O)(=O)N2CCCCC2)c1	-1	-23	·	0	-18	·	·	6
Nc1ncnc2nc(SCCOc3ccc(Cl)cc3)[nH]c12	-6	10	·	-7	·	·	·	-6
Cc1ccc(-c2ccc3c(c2)O[C@H](CN(C)C(=O)C2CCCCC2)[C@@H](C)CN([C@@H](C)CO)S3(=O)=O)cc1	11	-23	14	·	4	·	·	·
CCOC(=O)Cc1c(C)nc2c(-c3ccccc3)cnn2c1C	-84	-21	·	-103	1	·	·	-3
N#Cc1c(-n2cccc2)cccc1-n1cccc1	-15	22	·	·	-8	-3	0	0
CC(C)CCOc1ccc(C(=O)NCC(c2cccs2)N2CCOCC2)cc1 (stereo not given)	3	-44	16	9	·	·	·	2
CCOC(=O)N1CCN(C(=O)c2cc(COc3ccc(OC)cc3Cl)on2)CC1	-31	8	·	-84	2	1	-2	1
CCCCCCc1ccc(-c2ncc(N)cn2)cc1	-88	-12	22	·	11	-5	-3	-19
COc1cc(Cn2c(N)c(C#N)c3nc4ccccc4nc32)cc(OC)c1	·	·	-3	25	-52	-16	2	-3
C=CCn1c(SCC(=O)c2ccc(OC)cc2)nnc1C(C)NC(=O)c1cccs1 (stereo not given)	·	·	19	·	16	-2	1	-4
O=C(COc1ccc(F)cc1Br)NCc1nnc2ccccn12	4	3	3	-17	-28	0	-1	-18
COc1cccc(CNC(=O)C2CCCN(C(=O)c3ccc(Cl)cc3)C2)c1 (stereo not given)	·	·	9	0	6	2	-2	-2
CNC(=O)C[C@H]1CC[C@@H]2[C@H](COc3ccc(NC(=O)c4ccc(F)cc4)cc3C(=O)N2C)O1	-10	3	1	8	-1	0	-2	4
Cn1c(SCC(=O)N2CCCc3ccccc32)nc2cccnc21	·	·	1	20	-1	3	-1	3
COc1ccc(-c2cc(-c3nnc(COC(=O)c4ccncc4)o3)c3ccccc3n2)cc1OC	-11	6	·	-23	·	·	·	-22
COc1cc(CNCc2ccc(OC)c3ccccc23)cc(OC)c1OC	3	-3	0	20	16	9	0	5

High-throughput results: PubChem BioAssay, Broad Institute
